EPAC1 ag – EPAC1 (human) agonism | O95398 | EPAC1 agonist qHTS, biochemical assay; response scale: 100% = response to 6.5 mM cAMP | Potency, µM (series often up to 154 µM), for the others: top-dose activation, usual class: activators | 360,000 tested, 0.073% active | AID 720707; further: potency means the concentration at half of the fitted maximal effect; nearly all actives have a fitted effect of over 60% in size
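EPAC1 100 nM, Rap1B–BODIPY-GDP 250 nM, unlabeled GDP 50 uM; compound titration; 5 min RT; kinetic read ex480/em540 at 5-min intervals ×30 min; data normalized to 6.5 mM cAMP agonist control.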
PLK1 PBD block – blocks phosphopeptide binding to human PLK1 polo-box domain | Plk1 PBD binding of FITC phosphopeptide, fluorescence polarization | 360,000 tested, 2.8% active | P53350 | Potency, µM, without a hit: max response, negative = inhibition, hits mostly inhibitors | AID 720504; further: potency means the concentration at half of the fitted maximal effect; series mostly up to about 57 µM; on the % scale 0 is the no-effect control and ±100 the full control effect; nearly all actives have a fitted effect of over 65% in size
Target sequence (P53350 whole entry, looked up, the tested form may be a part): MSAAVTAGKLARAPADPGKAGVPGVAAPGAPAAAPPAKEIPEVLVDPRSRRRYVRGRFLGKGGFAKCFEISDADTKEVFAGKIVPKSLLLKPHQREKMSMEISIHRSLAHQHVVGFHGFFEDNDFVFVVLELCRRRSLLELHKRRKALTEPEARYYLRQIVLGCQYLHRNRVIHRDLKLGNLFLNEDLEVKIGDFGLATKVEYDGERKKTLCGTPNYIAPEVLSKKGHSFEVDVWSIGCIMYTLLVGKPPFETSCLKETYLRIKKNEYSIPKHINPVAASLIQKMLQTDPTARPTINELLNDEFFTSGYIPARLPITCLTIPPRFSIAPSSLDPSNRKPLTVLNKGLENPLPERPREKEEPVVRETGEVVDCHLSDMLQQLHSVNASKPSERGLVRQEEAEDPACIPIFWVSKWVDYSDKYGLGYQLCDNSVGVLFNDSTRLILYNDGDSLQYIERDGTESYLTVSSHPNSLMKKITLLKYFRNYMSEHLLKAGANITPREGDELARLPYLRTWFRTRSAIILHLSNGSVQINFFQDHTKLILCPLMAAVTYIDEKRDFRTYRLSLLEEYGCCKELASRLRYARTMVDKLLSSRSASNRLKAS
FUS yeast rescue – FUS proteinopathy suppression in yeast; AID 1347120; 390,000 tested, 0.24% active; S. cerevisiae FUS-expressing, growth rescue, OD600, 24 h; Potency, µM (top dose mostly 76.6 µM), for the others: at the highest dose growth rescue (activation), usual class: activators;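 further: potency means the concentration at half of the fitted maximal effect; plate controls were DMSO vehicle for no effect and reference control for full effect; nearly all actives have a fitted effect of over 55% in size; some results filed as inactive show a strong effect at the top dose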
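Absorbance at 600 nm, taken 24hr after compound addition, measured rescue of FUS-yeast growth at 30C. Induction used 2% galactose with seeding at OD 0.005. Controls: CP55940 from 92uM final, DMSO only.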
IL2 activator – activators of IL-2. IL-2 activation reporter assay, cell-based qHTS; stimulated with anti-CD3/CD4/CD28 beads; in transgenic mouse T cells. activation, % (series mostly up to about 46 µM). 360,000 tested, 0.065% active. AID 652025; in the data active means activation above about 50%; inconclusive means mostly about 30% to 49%; further: 0% is about no effect
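Readout: EGFP and DsRed signals by fluorescent plate cytometry. Unstimulated transgenic mouse T cells received compound 60 min before antibody-bead stimulation, then incubated 18 h at 37 degrees C.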
Abeta yeast res – restores growth of yeast expressing A-beta42 peptide. AID 1347071. 410,000 tested, 0.063% active. yeast expressing A-beta42, growth rescue, OD600, 48 h; response scale: 0% DMSO, 100% iron-clioquinol control. Potency, µM (top dose mostly 46.1 µM), for the others: at the highest dose growth rescue, most hits filed as activators; further: potency means the concentration at half of the fitted maximal effect; nearly all actives have a fitted effect of over 55% in size
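Yeast growth medium received pinned compounds, then yeast cells expressing toxic A-beta were added; plates incubated at 30 C for 48 hr. Growth read as absorbance at 600 nm, normalized to DMSO and equimolar FeCl3 plus clioquinol controls.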
WRN inhibitor – WRN helicase (human) inhibition | Q14191 | WRN helicase unwinding, fluorescent forked duplex, kinetic | Potency, µM (top dose mostly 114 µM), for inactives: top-dose activity change, negative = inhibition, usual class: inhibitors | 360,000 tested, 0.46% active | AID 651768; further: potency means the concentration at half of the fitted maximal effect; on the % scale 0 is the no-effect control and ±100 the full control effect; nearly all actives have a fitted effect of over 55% in size
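Primary qHTS, 1536-well format. 20 nM WRN + compound, 15 min RT; start with 100 nM forked fluorophore/quencher duplex, 2 mM ATP (final); kinetic read ex 525/em 598 nm.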
PI5P4Ka inh – inhibitors of human PI5P4K alpha | AID 652105 | PI5P4Kalpha enzyme, ADP-Glo luminescence, 60 min; active compounds read low | P48426 | 330,000 tested, 1.2% active | max response, %; active means max response of -50% or lower; inconclusive means between -30% and -50%; inactive means -30% or higher; further: value at the top dose of about 77 µM; on the % scale 0 is the no-effect control and ±100 the full control effect
Target sequence (P48426 whole entry, looked up): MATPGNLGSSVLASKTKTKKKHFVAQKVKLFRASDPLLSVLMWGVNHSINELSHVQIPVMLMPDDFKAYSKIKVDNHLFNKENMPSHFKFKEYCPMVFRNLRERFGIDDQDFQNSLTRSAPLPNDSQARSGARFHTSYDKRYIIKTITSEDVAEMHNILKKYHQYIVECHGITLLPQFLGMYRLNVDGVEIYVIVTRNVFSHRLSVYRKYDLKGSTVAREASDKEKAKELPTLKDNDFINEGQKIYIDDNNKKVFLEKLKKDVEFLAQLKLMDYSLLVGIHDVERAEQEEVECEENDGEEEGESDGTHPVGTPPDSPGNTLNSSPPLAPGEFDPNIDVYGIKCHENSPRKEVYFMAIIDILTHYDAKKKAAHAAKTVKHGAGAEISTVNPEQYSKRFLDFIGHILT
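Compounds were pin-transferred onto PI5P4Kalpha and substrate in HEPES pH 7.4 buffer with EGTA, CHAPS and 5% DMSO. ATP (5 microM final) started the reaction, which ran 60 minutes at room temperature before ADP-Glo detection.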
EPAC1 antagonist – blocks human EPAC1 exchange factor. EPAC1 GEF assay, Rap1b-BODIPY-GDP exchange fluorescence. AID 720709. 360,000 tested, 0.14% active. O95398. Potency, µM (series often up to 115 µM), for the others: top-dose activity change, negative = inhibition, actives largely listed as inhibitors;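 further: potency means the concentration at half of the fitted maximal effect; plate controls were vehicle for no effect and positive control for full effect; nearly all actives have a fitted effect of over 50% in size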
* marks the source's active call; other numbers are inactive results; ? = inconclusive; / = no result given; & = joins results of further samples; [ ] = remark or other dose. Unless noted, the call rests on the fitted dose curve; in most records, active means well fitted curve in the direction sought with a large enough effect; inconclusive means small, poorly fitted or top-dose-only effect, or another doubt; inactive means no such curve, though single readings can be large; an effect the other way counts as inactive or inconclusive. Random draw from the library. About 4.1% of those tested had a hit in this group.

The line under a structure holds: EPAC1 ag, PLK1 PBD block, FUS yeast rescue, IL2 activator, Abeta yeast res, WRN inhibitor, PI5P4Ka inh, EPAC1 antagonist
CCC(C(=O)NCCC(C)C)n1ccc2cc(S(=O)(=O)N3CCCCC3)ccc21 (stereo not drawn)
→ 0%, -3%, 31%, -3.4, 2%, 4%, 3, -15%
Cc1cc2nccc(-c3ccc(Cl)cc3Cl)n2n1
→ 7%, -1%, -24%, 0.2, 0%, 4%, 2, -10%
CCCCCn1c(=O)[nH]c2cc(C(=O)N3CCN(c4ccc(F)cc4)CC3)ccc2c1=O
→ 5%, -1%, 6%, -0.6, 11%, 12%, 1, -7%
COc1ccc(/C=C(\NC(=O)c2ccccc2)C(=O)NCc2ccco2)cc1OC
→ 0%, 1%, -1%, -2.7, 0%, 5%, -1, 9%
Cc1ccc(NC(=O)C2CCN(S(=O)(=O)c3ccc4[nH]c(=O)ccc4c3)CC2)c(C)c1
→ 2%, -7%, -9%, -3.2, -4%, -5%, -15, -29%
O=C(O)C1CC=CCC1C(=O)NCc1ccc2c(c1)OCO2 (stereo not drawn)
→ 0%, 1%, ?, 3.5, 1%, -11%, /, 2%
C/C(=N\S(=O)(=O)c1ccc(C)cc1)N1CCCCC1
→ 0%, -4%, 24%, 1.7, -9%, 6%, -12, 9%
COc1ccc(C2C=C(C34CC5CC(CC(C5)C3)C4)NC(=S)N2)cc1OC (stereo not drawn)
→ 13%, -10%, /, -4.4, 13%, -5%, -9, -9%
CCOC(=O)COc1ccc(-c2nnc(-c3ccccc3)o2)cc1
→ -2%, -5%, 17%, 0.5, 1%, -12%, 2, -18%
CC1CCCCN1N=Nc1nc2c([nH]1)c(=O)n(C)c(=O)n2C (stereo not drawn)
→ 11%, -7%, -13%, 0.0, -10%, -5%, -1, -25%
CS(=O)(=O)N(CC(=O)N1CCc2ccccc2C1)c1cccc(F)c1
→ 3%, -11%, 8%, 1.2, 1%, 9%, 2, -11%
CCOC(=O)c1ccc(N2C(=O)CC(SCC(N)C(=O)OCC)C2=O)cc1 (stereo not drawn)
→ 4%, -5%, 25%, 0.1, -11%, -2%, -8, 4%
O=C1C2CC=CCC2C(=O)N1c1ccc(N2CCN(c3ccccn3)CC2)c([N+](=O)[O-])c1 (stereo not drawn)
→ 2%, -2%, 29%, -0.5, -9%, -9%, 2, 4%
CN(C)S(=O)(=O)c1ccc(N2CCCC2)c(C(=O)Nc2nc3ccccc3s2)c1
→ 3%, -14%, /, -3.2, -23%, -32%, -10, 11%
NS(=O)(=O)Cc1noc2ccccc12
→ 3%&-20%, -9%&-8%, -24%&-32%, -0.2&0.9, -4%&-23%, 0%&4%, 0&3, -3%&-10%
CCc1ccc(/C=C2\SC(=S)N(CCCC(=O)N3CCN(C)CC3)C2=O)cc1
→ -5%, 0%, ?, -2.5, -3%, 3%, 1, -2%
N#Cc1c(N)n(CCOC(=O)c2ccc(Cl)cc2)c2nc3ccccc3nc12
→ 1%, -9%, 30%, -0.6, -9%, -1%, 3, -6%
COc1ccc(NC(=O)CCCCC(=O)Nc2ccc(OC)cc2)cc1
→ 3%, -10%, -5%, 0.5, 18%, 14%, -6, -19%
COc1ccc(CCNC(=O)Nc2ccc3c(c2)OCO3)cc1OC
→ -1%, 4%, -21%, 2.1, 3%, 1%, 8, -1%
COCCN(C(=O)COC(=O)/C=C/c1ccc2c(c1)OCO2)c1c(N)n(Cc2ccccc2)c(=O)[nH]c1=O
→ -3%, -3%, -2%, -3.4, 21%, 9%, -4, 3%
COc1ccc(-c2cn(-c3ccccc3)nc2CO)cc1
→ 0%, 9%, 10%, 0.0, -12%, -4%, 1, -4%
Cc1cc(C)n2nc(SCC(=O)N3CCCC(C)C3)nc2n1 (stereo not drawn)
→ 14%, -3%, -7%, 0.0, 2%, -28%, 6, -4%
CO/N=C/c1ccc(N2CCN(C(=O)c3ccc(Cl)cc3Cl)CC2)c([N+](=O)[O-])c1
→ 14%, -6%, ?, -2.5, -1%, 1%, /, -11%
CN(c1ccccc1)S(=O)(=O)c1ccc(NC(=O)C2CC2)cc1
→ -2%, -6%, 27%, -1.2, 10%, 4%, 0, 13%
Cc1ccc(-c2nc3cnccn3c2Nc2ccc3c(c2)OCO3)cc1
→ 7%, -3%, 26%, -1.3, -12%, -14%, 3, ?
Cc1nc2ccccc2c(=O)n1/N=C/c1ccc(F)cc1
→ 9%, 0%, -16%, 0.8, -1%, -2%, 2, -7%
CCc1ccccc1NS(=O)(=O)c1ccc2[nH]cc(C(=O)NCc3ccco3)c(=O)c2c1
→ -8%, -4%, 7%, -2.7, -10%, 2%[57.1 µM], -9, 18%
CCOC(=O)C1CCN(C(=O)c2cc(C)n(C(C)(C)C)n2)CC1
→ 0%, -13%, 31%, -0.4, -5%, -12%, 6, -12%
CCn1nc(C)c(Br)c1C(=O)Sc1ccccc1Cl
→ 8%, 13µM*, 5%, -2.2, -24%, -29%, 24, 1%
CC(C)(C)c1cc(NC(=O)COc2ccc(Br)cc2)n(-c2ccccc2)n1
→ 18%, -15%, 16%, -1.9, 3%, -11%, 1, -9%
Cc1ccc([N+](=O)[O-])cc1NC(=O)c1ccc2c(c1)OCO2
→ -3%, -8%, 3%, 1.4, -27%, 3%, 0, -19%
CCOc1ccc(C(=O)N2CCN(Cc3ccccc3)CC2)cc1
→ 3%, ?, 8%, 1.5, 2%, 1%, /, 5%
CCN(CC)CCn1c(=S)[nH]c2ccc(Br)cc2c1=O
→ 4%, ?, 0%, -0.9, -1%, 4%, -1, 8%
CCOC(=O)CC(NC(=O)CCc1c(C)nc2ncnn2c1C)c1ccc(OC(C)C)cc1 (stereo not drawn)
→ -4%, 0%, 10%&-15%, -0.4, -1%&-15%, 1%, -2, -5%
Cc1nnc(NC(=O)CSc2nnc(CNC(=O)c3ccccc3)n2-c2ccccc2)s1
→ -2%, -10%, -12%, -2.6, -4%, 4%, 3, 9%
COc1cc(/C=N/NC(N)=O)ccc1OC(=O)c1cccs1
→ 10%, -4%, -1%, -2.5, 4%, -6%, 10, -1%
CC(C)CCCCCCCCCCCCC(=O)NCC(=O)NC1C(C)OC(Nc2ncnc3nc[nH]c23)C(O)C1O (stereo not drawn)
→ -13%, -4%, /, -0.6, 13%, -4%, -8, -3%
O=C(CCNC(=O)C1CCN(S(=O)(=O)c2ccccc2)CC1)NCc1ccc(Cl)cc1
→ -12%, 3%, -14%, 0.2, -13%, 0%, -1, -2%
Cc1nn(C)c(C)c1CNC(=O)/C=C/c1ccccc1F
→ -4%, -1%, /, -1.1, 2%, 5%, -2, 6%
Cc1c(C(=O)NCc2ccco2)oc2c(F)cccc12
→ -7%, -9%, 19%, 3.6, -15%, -21%, -27, -23%

Arranged by value in IL2 activator (smallest number first): some entries from above.
canonical_smiles,PLK1 PBD block,IL2 activator,WRN inhibitor,PI5P4Ka inh,EPAC1 antagonist
N#Cc1c(N)n(CCOC(=O)c2ccc(Cl)cc2)c2nc3ccccc3nc12,-9%,-0.6,-1%,3,-6%
Cc1cc(C)n2nc(SCC(=O)N3CCCC(C)C3)nc2n1 (stereo not drawn),-3%,0.0,-28%,6,-4%
CCOc1ccc(C(=O)N2CCN(Cc3ccccc3)CC2)cc1,?,1.5,1%,/,5%

Additional entries:
The line under a structure holds: EPAC1 ag, PLK1 PBD block, FUS yeast rescue, IL2 activator, Abeta yeast res, WRN inhibitor, PI5P4Ka inh, EPAC1 antagonist
COc1ccccc1Cn1c(SCC(N)=O)nc2c(oc3ccccc32)c1=O
→ 12%, ?, 5%, -0.5, 3%, -8%, 6, 7%
CC(C)NC(=O)NC(=O)COC(=O)c1ccccc1F
→ 4%, 4%, 6%, -1.1, -10%, -1%, -4, -13%
CCn1c2ccc(C)cc2c2nc3cc(C(=O)O)ccc3nc21
→ -10%, -3%, 8%, 0.5, -85%[inhibitor], -21%, -16, 4%
Cc1ccc(C(=O)NCC(C)(C)N2CCOCC2)s1
→ 0%, 1%, -1%, 1.3, 0%, 0%, 0, -13%
CCOc1ccc(NC(=O)c2cc3c(=O)n(C)c4ccccc4c3n2C)cc1
→ 27%, -4%, -13%, -1.1, 2%, -3%, -2, -21%
Cc1cccc2c(=O)oc(-c3ccccc3Cl)nc12
→ 4%, -15%, -8%, -0.8, 4%, -3%, 13, -20%
CCCC(=O)Nc1ccc(-c2csc(-c3cccnc3)n2)cc1
→ -12%, ?, 12%, 0.0, 0%, -11%, 1, 7%
COc1ccc(Cl)cc1NC(=O)CN(C)C1CCCCC1
→ 19%, -5%, 2%, -3.4, -4%, 3%, 5, 15%
CN1CCOc2cc(S(=O)(=O)Nc3ccc(F)cc3)ccc21
→ 0%, -6%, -46%, -1.7, 24%[9.22 µM], -12%, 7, -6%
COc1ccc2c(c1)CC/C(=C\C=C\c1ccccc1)C2=O
→ 12%, -26%, 13%, 0.9, 1%, 3%, 8, 0%
COc1ccccc1C(=O)COC(=O)CN1C(=O)NC2(CCCC2)C1=O
→ 30%, -1%, 7%, -0.4, -13%, -3%, -7, -9%
N#Cc1ccccc1COc1ccc(/C=C/C(=O)O)cc1
→ 9%, -11%, 19%, -1.3, -13%, 0%, -9, -11%
C#Cc1ccc([C@H]2C=C(C(=O)N3CCOCC3)O[C@@H](OCc3ccc(CO)cc3)C2)cc1
→ 7%, -10%, -1%, 0.0, 5%, -9%, -8, -8%
COc1ccccc1N1CCN(S(=O)(=O)c2cc3[nH]c(=O)c(=O)[nH]c3cc2C)CC1
→ 0%, -12%, 13%&-11%, 1.8, 13%&-2%, -15%, -11, 9%
O=C(/C=C/c1cccc([N+](=O)[O-])c1)NCCSCc1c(Cl)cccc1Cl
→ -2%, -2%, 7%, 1.5, 1%, -5%, 6, -13%
CC(C)Oc1ccc(C(=O)NCC(=O)O)cc1
→ 5%, -5%, -4%, -1.5, -5%, 1%, -1, 2%
CCC1COCCS(=O)(=O)N1Cc1ccccc1F (stereo not drawn)
→ -22%, -11%, -9%, 5.5, -11%, -7%, 5, 1%
CCCCN1C(=O)C(CC(=O)NC2CCCCC2)CC(C(=O)N2CCCCCC2)=C1C (stereo not drawn)
→ -11%, /, 20%, 0.5, /, 7%, -3, -17%[57.5 µM]
Cc1cc(NC(=O)COC(=O)c2ccccc2O)no1
→ -9%, 0%, /, -3.8, -1%, 6%, -4, 1%
